Screening results as filed in PubChem.
BoNT-A LC inh2 – inhibitors of Botulinum neurotoxin A light chain protease. multiplex microsphere protease substrate cleavage, flow cytometry. inhibition, % at 10 µM. hit rate 0.17% among 360,000; further: plate controls were buffer without enzyme for full effect and enzyme alone for no effect
BoNT F protease – inhibitors of Botulinum neurotoxin F light chain protease | inhibition, % at 10 µM | hit rate 0.22% among 360,000 | Multiplex microsphere protease cleavage assay, flow cytometry; in the data active means inhibition above about 35%, passing the limit was not always enough; inconclusive means no clear call, values can overlap the other calls; further: plate controls were buffer without enzyme for full effect and enzyme alone for no effect
BioA inh – blocks M. tuberculosis BioA enzyme activity | AID 602481 | hit rate 0.096% among 360,000 | purified M. tuberculosis BioA enzyme, plate reader | inhibition, % at 9.99 µM; in the data active means inhibition above about 40%; inconclusive means no clear call, values can overlap the other calls
Mtb UGM inh – Mtb UDP-galactopyranose mutase inhibition | P9WIQ1 | purified UGM, fluorescence polarization probe displacement | inhibition, % at 10 µM | hit rate 0.06% among 320,000 | AID 504406; in the data active means inhibition above about 10%, passing the limit was not always enough; inconclusive means no clear call, values can overlap the other calls
Target sequence (P9WIQ1 whole entry, looked up): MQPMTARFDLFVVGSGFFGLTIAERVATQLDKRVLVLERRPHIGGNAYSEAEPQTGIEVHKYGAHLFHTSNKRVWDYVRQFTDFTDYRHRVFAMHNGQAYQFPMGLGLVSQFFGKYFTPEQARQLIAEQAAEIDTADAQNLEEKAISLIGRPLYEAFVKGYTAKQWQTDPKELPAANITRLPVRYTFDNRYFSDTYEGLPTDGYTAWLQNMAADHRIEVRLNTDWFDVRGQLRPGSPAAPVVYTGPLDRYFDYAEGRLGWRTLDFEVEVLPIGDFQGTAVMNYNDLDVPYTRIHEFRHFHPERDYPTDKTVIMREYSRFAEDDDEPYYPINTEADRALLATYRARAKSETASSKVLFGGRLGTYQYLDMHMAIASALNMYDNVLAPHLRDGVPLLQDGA
Anthrax LF prot – blocks Bacillus anthracis lethal factor protease; P15917; multiplex microsphere protease cleavage assay, LF; inhibition, % at 10 µM; hit rate 0.12% among 360,000; further: plate controls were buffer without enzyme for full effect and enzyme alone for no effect
FadD28 binding – M. tuberculosis FadD28 bisubstrate binding inhibition. FadD28 bisubstrate probe binding, fluorescence polarization. inhibition, % at 12.5 µM. hit rate 0.22% among 360,000; in the data active means inhibition above about 8.5%, passing the limit was not always enough; inconclusive means no clear call, values can overlap the other calls
FBA Mtb inh – Mtb fructose-bisphosphate aldolase inhibition. P9WQA3. purified M. tuberculosis FBA, fluorescence read-out. inhibition, % at 1 µM. hit rate 2.3% among 360,000. AID 588726; in the data active means inhibition above about 27%;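 further: 0% = vehicle and 100% = reference inhibitor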
Target sequence (P9WQA3 whole entry, looked up): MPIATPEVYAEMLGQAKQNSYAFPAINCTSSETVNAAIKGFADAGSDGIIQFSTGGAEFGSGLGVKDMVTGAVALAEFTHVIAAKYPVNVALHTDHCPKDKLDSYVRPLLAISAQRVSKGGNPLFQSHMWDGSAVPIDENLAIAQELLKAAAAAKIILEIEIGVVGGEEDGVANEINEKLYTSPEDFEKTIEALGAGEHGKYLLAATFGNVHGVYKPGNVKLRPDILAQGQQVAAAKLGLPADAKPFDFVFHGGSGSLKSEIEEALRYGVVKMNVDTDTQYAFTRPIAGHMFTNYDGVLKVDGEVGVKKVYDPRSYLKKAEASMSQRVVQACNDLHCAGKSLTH
GDH-TPI inh – GDH-TPI coupled enzyme inhibition counter-screen; hit rate 1.2% among 360,000; GDH-TPI coupled enzyme counterscreen, NADH absorbance; inhibition, % at 4.8 µM; in the data active means inhibition above about 30%;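 further: 0% = DMSO wells and 100% = wells lacking the enzyme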
PfHsp40 rescue – restores yeast growth despite PfHsp40 toxicity | S. cerevisiae expressing PfHsp40, growth rescue, ATP luminescence | growth rescue, % at 12.5 µM | hit rate 0.68% among 340,000 | AID 504582; in the data active means growth rescue above about 28%, passing the limit was not always enough; inconclusive means no clear call, values can overlap the other calls;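 further: yeast W303a lacking pdr1 and pdr3 grown in galactose medium; growth measured after three days at 30 °C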
Active calls of the source: *. Unless noted, no stated cut-off is given here; in the data, active means inhibition above about 30%; inconclusive means no clear call, values can overlap the other calls; inactive means below that.

How did COc1cc(CC(=O)OCC(=O)NCc2ccc(C)cc2)cc(OC)c1OC do in these assays?
BoNT-A LC inh2: 0.1; BoNT F protease: -4; BioA inh: -0.3; Mtb UGM inh: -5.3; Anthrax LF prot: -5; FadD28 binding: -0.5; FBA Mtb inh: -2; GDH-TPI inh: -2; PfHsp40 rescue: -1.3

How did C[C@H](NC(=O)c1nc[nH]c1C(=O)OCc1ccccc1)c1ccccc1 do in these assays?
BoNT-A LC inh2: -0.2; BoNT F protease: -4; BioA inh: -0.7; Mtb UGM inh: -0.3; Anthrax LF prot: 8; FadD28 binding: -4.4; FBA Mtb inh: -4; GDH-TPI inh: -4; PfHsp40 rescue: -0.6

How did CS(=O)(=O)N1CCN(c2ccccc2NC(=O)c2cc3ccccc3o2)CC1 do in these assays?
BoNT-A LC inh2: -0.5; BoNT F protease: 3; BioA inh: -1.8; Mtb UGM inh: -0.2; Anthrax LF prot: 4; FadD28 binding: -0.7; FBA Mtb inh: -3; GDH-TPI inh: 4; PfHsp40 rescue: 0.6

What do the screens show for `CCc1nnc(NC(=O)c2ccc(F)c(S(=O)(=O)N3CCCCC3)c2)s1`?
BoNT-A LC inh2: 0.1; BoNT F protease: -1; BioA inh: -0.9; Anthrax LF prot: 1; FadD28 binding: 0.2; FBA Mtb inh: 2; GDH-TPI inh: -4; PfHsp40 rescue: 22

How did COc1cc([N+](=O)[O-])ccc1NC(=O)NCC1CCN(Cc2ccc(Cl)cc2)CC1 do in these assays?
BoNT-A LC inh2: -1.6; BoNT F protease: -22; BioA inh: -0.9; Mtb UGM inh: -0.7; Anthrax LF prot: 2; FadD28 binding: -7.0; FBA Mtb inh: -1; GDH-TPI inh: 15; PfHsp40 rescue: 2.8

How did COc1cccc(C(=O)NNC(=S)NC2CCCCC2)c1 do in these assays?
BoNT-A LC inh2: -0.3; BoNT F protease: 0; BioA inh: -0.6; Anthrax LF prot: -1; FadD28 binding: -2.4; FBA Mtb inh: 0; GDH-TPI inh: 3; PfHsp40 rescue: 2.1

Results for CC1(C)CC(=O)C/C(=N\NC(=O)C2CC2c2ccccc2)C1 (configuration not stated) ?
BoNT-A LC inh2: -0.3; BoNT F protease: 1; Mtb UGM inh: -3.1; Anthrax LF prot: -2; FadD28 binding: -1.0; FBA Mtb inh: 2; GDH-TPI inh: 2; PfHsp40 rescue: -1.1

How did O=C(Cn1cc([N+](=O)[O-])cn1)NCc1ccccc1Cl do in these assays?
BoNT-A LC inh2: 0.2; BoNT F protease: 5; BioA inh: 0.1; Mtb UGM inh: 1.1; Anthrax LF prot: -2; FadD28 binding: -3.5; FBA Mtb inh: 2; GDH-TPI inh: 3; PfHsp40 rescue: 1.4

How did COc1cccc(Nc2nc(-c3sc(NC(=O)CC(C)C)nc3C)cs2)c1 do in these assays?
BoNT-A LC inh2: -0.9; BoNT F protease: -6; BioA inh: -1.7; Mtb UGM inh: -0.4; Anthrax LF prot: -4; FadD28 binding: -0.9; FBA Mtb inh: 2; GDH-TPI inh: 9; PfHsp40 rescue: -1.5

What do the screens show for `COc1ccc(OC)c(Cc2nnc(CCC(=O)N3CCN(C4CCCC4)CC3)o2)c1`?
BoNT-A LC inh2: 1.2; BoNT F protease: 9; BioA inh: -0.6; Mtb UGM inh: -0.2; Anthrax LF prot: -2; FadD28 binding: 0.6; FBA Mtb inh: 0; GDH-TPI inh: -1; PfHsp40 rescue: -0.6

What do the screens show for `CCCC(=O)C1=C(O)C(C(=O)OC)C(C)(C)CC1=N` (configuration not stated)?
BoNT-A LC inh2: 0.0; BoNT F protease: -7; BioA inh: -4.4; Mtb UGM inh: -0.2; Anthrax LF prot: 2; FadD28 binding: -3.1; FBA Mtb inh: 0; GDH-TPI inh: -2; PfHsp40 rescue: -0.8

How did O=C(NC(=O)c1ccccc1N1CCCCC1)Nc1ccc(Br)cc1 do in these assays?
BoNT-A LC inh2: 0.1; BoNT F protease: -1; Mtb UGM inh: -0.4; Anthrax LF prot: -17; FadD28 binding: -1.8; FBA Mtb inh: 0; GDH-TPI inh: -6; PfHsp40 rescue: -0.2

As a short view, part of the list above:
How did COc1cccc(Nc2nc(-c3sc(NC(=O)CC(C)C)nc3C)cs2)c1 do in these assays?
BoNT-A LC inh2: -0.9; BoNT F protease: -6; BioA inh: -1.7; Mtb UGM inh: -0.4; Anthrax LF prot: -4; FadD28 binding: -0.9; FBA Mtb inh: 2; GDH-TPI inh: 9; PfHsp40 rescue: -1.5

What do the screens show for `COc1ccc(OC)c(Cc2nnc(CCC(=O)N3CCN(C4CCCC4)CC3)o2)c1`?
BoNT-A LC inh2: 1.2; BoNT F protease: 9; BioA inh: -0.6; Mtb UGM inh: -0.2; Anthrax LF prot: -2; FadD28 binding: 0.6; FBA Mtb inh: 0; GDH-TPI inh: -1; PfHsp40 rescue: -0.6

What do the screens show for `CCCC(=O)C1=C(O)C(C(=O)OC)C(C)(C)CC1=N` (configuration not stated)?
BoNT-A LC inh2: 0.0; BoNT F protease: -7; BioA inh: -4.4; Mtb UGM inh: -0.2; Anthrax LF prot: 2; FadD28 binding: -3.1; FBA Mtb inh: 0; GDH-TPI inh: -2; PfHsp40 rescue: -0.8

How did O=C(NC(=O)c1ccccc1N1CCCCC1)Nc1ccc(Br)cc1 do in these assays?
BoNT-A LC inh2: 0.1; BoNT F protease: -1; Mtb UGM inh: -0.4; Anthrax LF prot: -17; FadD28 binding: -1.8; FBA Mtb inh: 0; GDH-TPI inh: -6; PfHsp40 rescue: -0.2

Next records follow.
What do the screens show for `CC(C)(C)C(=O)NCc1ccc(C(=O)CSc2nnc(C3CC3)n2C2CC2)s1`?
BoNT-A LC inh2: -0.1; BoNT F protease: -4; BioA inh: -0.6; Mtb UGM inh: -2.4; Anthrax LF prot: -4; FadD28 binding: -2.1; FBA Mtb inh: 3; GDH-TPI inh: 0; PfHsp40 rescue: 0.2

Results for CCCCc1nnc(NC(=O)C2=COCCO2)s1 ?
BoNT-A LC inh2: 0.3; BoNT F protease: -7; BioA inh: 0.2; Mtb UGM inh: -3.2; Anthrax LF prot: -2; FadD28 binding: -0.5; FBA Mtb inh: 4; GDH-TPI inh: 4; PfHsp40 rescue: 1.3

What do the screens show for `O=C1N=C(N2CCc3ccccc3C2)S/C1=C\c1ccc(O)cc1`?
BoNT-A LC inh2: -0.4; BoNT F protease: -3; BioA inh: 0.6; Mtb UGM inh: 1.6; Anthrax LF prot: -5; FadD28 binding: -3.1; FBA Mtb inh: -5; GDH-TPI inh: 33*; PfHsp40 rescue: 2.2

What do the screens show for `Cn1c(C(=O)N2CCCC(C(=O)NCc3ccccc3)C2)cc2sccc21` (configuration not stated)?
BoNT-A LC inh2: 2.4; BoNT F protease: 10; BioA inh: 1.7; Mtb UGM inh: -1.1; Anthrax LF prot: -1; FadD28 binding: -0.7; FBA Mtb inh: -2; GDH-TPI inh: 6; PfHsp40 rescue: 0.4

What do the screens show for `CCn1c(COc2ccc(OC)cc2)nc2ccccc21`?
BoNT-A LC inh2: 3.1; BoNT F protease: -4; BioA inh: 2.1; Mtb UGM inh: -0.6; Anthrax LF prot: 2; FadD28 binding: -4.5; FBA Mtb inh: -8; GDH-TPI inh: 6; PfHsp40 rescue: 2.4

Results for CN(C)C(Cc1ccccc1)C(=O)c1ccc(-c2ccccc2)cc1 (configuration not stated) ?
BoNT-A LC inh2: inconclusive; BoNT F protease: -6; BioA inh: -2.7; Mtb UGM inh: 0.7; Anthrax LF prot: -2; FadD28 binding: -2.8; FBA Mtb inh: 2; GDH-TPI inh: 9; PfHsp40 rescue: 1.0

Results for COc1ccccc1N1CCN(CC(=O)c2c[nH]c3ccccc23)CC1 ?
BoNT-A LC inh2: 5.3; BoNT F protease: inconclusive; BioA inh: -1.8; Mtb UGM inh: -0.4; Anthrax LF prot: 3; FadD28 binding: -1.2; FBA Mtb inh: 4; GDH-TPI inh: 16; PfHsp40 rescue: -0.9

What do the screens show for `CN(C(=O)Cn1cnc([N+](=O)[O-])n1)C1CCCCC1`?
BoNT-A LC inh2: -2.3; BoNT F protease: -7; BioA inh: -1.8; Mtb UGM inh: -1.0; Anthrax LF prot: -2; FadD28 binding: -1.8; FBA Mtb inh: 1; GDH-TPI inh: 3; PfHsp40 rescue: -0.1

What do the screens show for `O=C(Nc1ccccc1C(=O)OCn1nnc2ccccc2c1=O)c1ccco1`?
BoNT-A LC inh2: -0.3; BoNT F protease: -4; BioA inh: -0.3; Mtb UGM inh: -1.1; Anthrax LF prot: 2; FadD28 binding: -2.7; FBA Mtb inh: -7; GDH-TPI inh: 1; PfHsp40 rescue: -0.7

What do the screens show for `O=C(NCc1ccccc1Cl)c1cnn2cccnc12`?
BoNT-A LC inh2: 0.2; BoNT F protease: 6; BioA inh: -1.7; Mtb UGM inh: -1.3; Anthrax LF prot: -1; FadD28 binding: -5.5; FBA Mtb inh: 7; GDH-TPI inh: 15; PfHsp40 rescue: 1.1

Results for COc1cc(CN(C)c2ncnc3sccc23)ccc1OC(F)F ?
BoNT-A LC inh2: -0.6; BoNT F protease: 4; BioA inh: 13; Mtb UGM inh: -3.3; Anthrax LF prot: 0; FadD28 binding: -3.5; FBA Mtb inh: 2; GDH-TPI inh: 7; PfHsp40 rescue: 0.8

What do the screens show for `N#Cc1nc(Nc2cccc(Cl)c2)c2ncn(C3CCCC3)c2n1`?
BoNT-A LC inh2: 0.1; BoNT F protease: 1; BioA inh: -1.2; Mtb UGM inh: 1.3; Anthrax LF prot: 7; FadD28 binding: -2.5; FBA Mtb inh: 0; GDH-TPI inh: 3; PfHsp40 rescue: 2.6

What do the screens show for `COc1cc(-c2nnc3sc(Cc4ccccc4)nn23)cc(OC)c1OC`?
BoNT-A LC inh2: -0.4; BoNT F protease: -10; BioA inh: 13; Mtb UGM inh: -1.1; Anthrax LF prot: -10; FadD28 binding: -2.2; FBA Mtb inh: -2; GDH-TPI inh: 14; PfHsp40 rescue: 1.4

Results for COc1ccc(-c2ccc(NC(=O)c3ccco3)cc2)nn1 ?
BoNT-A LC inh2: 2.6; BoNT F protease: 10; BioA inh: -1.2; Mtb UGM inh: 2.6; Anthrax LF prot: 3; FadD28 binding: -2.9; FBA Mtb inh: -1; GDH-TPI inh: 6; PfHsp40 rescue: 1.8

What do the screens show for `COc1ccc(-n2c(SCC(=O)Nc3nccs3)nnc2-c2ccc(Cl)cc2)cc1`?
BoNT-A LC inh2: 0.5; BoNT F protease: -3; Anthrax LF prot: 4; FadD28 binding: 1.1; FBA Mtb inh: -1; GDH-TPI inh: 16; PfHsp40 rescue: -0.3

What do the screens show for `O=C(NCCCN1CCOCC1)c1ccc2c(c1)N(Cc1ccccc1)CCS2`?
BoNT-A LC inh2: -0.2; BoNT F protease: 2; BioA inh: 0.2; Mtb UGM inh: 2.1; Anthrax LF prot: 0; FadD28 binding: -2.4; FBA Mtb inh: 119*; GDH-TPI inh: 0; PfHsp40 rescue: -1.3

Results for Cc1ccc2nc(SC(C)C(=O)N3CCOCC3)[nH]c2c1 (configuration not stated) ?
BoNT-A LC inh2: 0.2; BoNT F protease: 0; Mtb UGM inh: -3.5; Anthrax LF prot: 0; FadD28 binding: -5.1; FBA Mtb inh: 0; GDH-TPI inh: 0; PfHsp40 rescue: 0.1

What do the screens show for `O=C(CSc1nc2nn(-c3ccccc3)c(=O)c-2c2n1CCCCC2)Nc1ccc(F)c(F)c1`?
BoNT-A LC inh2: -0.2; BoNT F protease: -4; Mtb UGM inh: -2.9; Anthrax LF prot: -2; FadD28 binding: 0.9; FBA Mtb inh: 0; GDH-TPI inh: 12; PfHsp40 rescue: 2.3

Results for COc1cc2c(c(OC)c1O)-c1ccc(OC)c(=O)cc1C(NC(=O)C(F)(F)F)CC2 (configuration not stated) ?
BoNT-A LC inh2: 0.2; BoNT F protease: 0; Anthrax LF prot: 1; FadD28 binding: -2.7; FBA Mtb inh: 3; GDH-TPI inh: 28; PfHsp40 rescue: -0.5

Results for COC(=O)C1=NN(C(=O)c2ccc(Br)cc2)C(O)(C(C)(C)C)C1 (configuration not stated) ?
BoNT-A LC inh2: -0.8; BoNT F protease: -5; Anthrax LF prot: 3; FadD28 binding: -1.5; FBA Mtb inh: 3; GDH-TPI inh: 8; PfHsp40 rescue: 5.0
